# CFTR F508del cor: F508del CFTR correction, initial screen, CFBE line, single point; activity (quench increase), % at 7.58 µM; CFBE cells, YFP halide quenching; stimulated with forskolin plus potentiator P3; % fluorescence drop versus neutral controls; actives 0.36% (n = 350,000); AID 720511, 2013;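 active means mean added fluorescence quench of at least 8% versus neutral control, with both replicates also reaching 8%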;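 further: cells transiently co-express mutant CFTR-F508del with the halide-sensitive YFP; corrector assay measuring rescue of mutant channel to the surface after 24 h compound exposure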
# PglD inh: C. jejuni PglD acetyltransferase inhibitors, primary screen, biochemical, DTNB colorimetric, single point. UDP-N-acetylbacillosamine N-acetyltransferase PglD (Campylobacter jejuni). inhibition, % at 12.5 µM. actives 0.098% (n = 360,000). purified PglD enzyme, DTNB colorimetric CoA detection. AID 602405, 2012; in the data active means inhibition above about 16%, passing the limit was not always enough; further: strong numbers were not always called active
# Cneo AK release: Cryptococcus neoformans cell lysis inducers, primary screen, AK release luminescence, single concentration; C. neoformans lysis, adenylate kinase release luminescence, 4 h; normalised: neutral wells 0, clomiphene wells 100; lysis activity, % at 15 µM; actives 0.2% (n = 360,000);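 active means mean lysis activity across replicates of at least 80%, whatever share of replicates individually reach that level; inactive means mean lysis activity below 80%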
#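 Material – Cryptococcus neoformans yeast cells · Quantity – 5 × 10^6 yeast cells/mL · Buffer or medium – YPD medium · Compound – single dose · Timing – 4 h static compound exposure, 37 °C, read 1 h post-reagent · Signal – adenylate kinase release luminescence · Read-out basis – lysis from increased AK signal · Benchmarks – Clomiphene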
# FN deposition inh: inhibitors of fibronectin matrix deposition, primary screen, AH1F cells, Alexa488-fibronectin fluorescence, plate reader. inhibition, % at 12.6 µM. AH1F fibroblasts, overnight. actives 0.086% (n = 350,000). AID 743247, 2014;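 active means mean inhibition across replicates of 30% or more, regardless of how many single replicates reach that level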;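 further: positive control wells lacked labelled fibronectin entirely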
#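 test system = AH1F fibroblasts assembling fluorescent fibronectin matrix | quantity = 10000 AH1F cells per well | buffer or medium = DMEM plus 2% serum, read in PBS | doses = single dose, pinned | incubation = 1 h cell attachment, overnight exposure to compound and label | detection = fluorescence at 485 nm excitation, 525 nm emission | read-out basis = inhibition from reduced deposited-fibronectin fluorescence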
# Statin myotox sup: suppressors of statin myotoxicity in C2C12 myotubes, primary screen, cell-based, single point, plate reader. rescue of ATP level, % at 7.49 µM. C2C12 myotubes + simvastatin, ATP luminescence, 48 h; scaled: DMSO 0, geranylgeraniol control 100. AID 602340, 2012. actives 0.78% (n = 330,000);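 active means mean ATP rescue above about 67%, or every replicate alone reaching that limit, limit read from the data, passing the limit was not always enough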;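 further: myotubes were challenged with 10 µM simvastatin during compound exposure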
# GSIS activator: GLuc luminescence reporter in INS-1E cells, primary screen for activators of glucose-dependent secretion of insulin. actives 0.61% (n = 370,000). INS-1E GLuc reporter insulin secretion, 2-3 h. AID 743287, 2014. activation, % at 16.6 µM;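 active means lowest replicate activation of at least 40%, so every replicate reaches that level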;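 further: 0% = median of neutral control wells and 100% = median of IBMX positive control wells; some compounds called inactive have numbers as strong as hits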
# PGC1a acetyl inh: inhibitors of PGC1a acetylation signal, primary screen, cell-based, U2OS, AlphaScreen, inhibitor mode; AlphaScreen anti-acetyl-lysine; with virally co-expressed GCN5 acetyltransferase; inhibition, % at 15.6 µM; actives 0.17% (n = 350,000); AID 651687, 2012;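 active means every replicate shows inhibition of at least 40%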;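 further: 0% = neutral control wells and 100% = positive control wells; some results beyond the cut were filed as inactive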
# miR122 inh: miR-122 Renilla sensor signal increase in Huh7, primary screen, miR-122 inhibitor project, cell-based, single point, plate reader; Huh7 miR-122 Renilla luciferase sensor, 48 h; neutral wells = 0, positive control = 100; activation (reporter increase), % at 12.5 µM; actives 0.3% (n = 340,000); AID 602342, 2012;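 active means mean replicate activation score at least 90 and every replicate individually at or above 90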;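 further: higher luciferase means less miR-122 activity so hits act as miR-122 inhibitors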
# * hit, by the source's call; x = not tested or not shown; [ ] = another dose, or the depositor's remark. Some of the compounds tested, so the mix of outcomes need not match the whole.
molecule | CFTR F508del cor | PglD inh | Cneo AK release | FN deposition inh | Statin myotox sup | GSIS activator | PGC1a acetyl inh | miR122 inh
C[N+]1(C)[C@@H]2CC[C@H]1CC(OC(=O)C(CO)c1ccccc1)C2 (some centres undefined) | -0.1 | -4 | -2 | -1 | 7 | 9 | 0 | -3
CN1CCN(c2nc(N)cc(=O)[nH]2)CC1 | 1.8 | -5 | 1 | -2 | -9 | 5 | x | x
CCOP(=O)(OCC)C(O)c1ccc(N(C)C)cc1 (centres undefined) | -1.3 | x | x | -6 | x | 2 | 8 | x
CN1CCN(Cc2ccc3ccccc3c2)CC1 | -7.5 | 2 | -1 | -20 | 8 | 29 | 16 | 2
c1ccc2c(c1)cc1ccc3cccc4ccc2c1c34 | -0.2 | x | x | -2 | 9 | -1 | -1 | 3
Cc1c(N=Cc2c(O)n(CCc3ccc(F)cc3)c(=O)[nH]c2=O)c(=O)n(-c2ccccc2)n1C | x | 0 | -4 | -5 | 0 | 11 | 17 | -1
CC=Cc1ccc2n(c1=O)C[C@@H]1[C@@H](CO)[C@H](C(=O)OC)[C@H]2N1C(=O)CC (mixture of isomers) | x | -2 | -5 | x | -3 | 3 | x | x
Cc1ccc2n1Cc1cnnn1-c1ccccc1-2 | 3.7 | -1 | -1 | 4 | 6 | -9 | -17 | -9
COc1ccc(-n2c(O)c(C=NCCN(C)C)c(=O)[nH]c2=O)cc1 | -1.6 | -5 | 1 | -4 | -2 | x | 12 | -8
O=C(O)[C@H]1[C@H](CO)[C@H]2Cn3c(ccc(C4=CCCCC4)c3=O)[C@@H]1N2C(=O)Cc1ccccn1 | x | 3 | 51 | -12 | -37 | 12 | x | x
C#C[C@]1(O)CCC2C3CCC4=C/C(=N/OCC(=O)NC(C)C(=O)NC(CCSC)C(=O)O)CC[C@]4(C)C3CC[C@@]21C (some centres undefined) | 1.6 | 5 | -2 | -1 | 1 | x | -12 | -7
CN(C)c1ccc(C(=O)c2ccc(N(C)C)cc2)cc1 | x | 3 | -1 | 16 | -37 | -9 | -7 | 19
O=C(C(=O)N1CCOCC1)c1cn(Cc2ccccc2Cl)c2ccccc12 | 2.6 | -2 | -1 | -1 | 2 | 15 | -3 | 41
CC=Cc1ccc2n(c1=O)C[C@H]1[C@H](CO)[C@@H](C(=O)O)[C@@H]2N1S(=O)(=O)c1ccccc1F (mixture of isomers) | x | -1 | 0 | x | -15 | 18 | x | x
CCOC(=O)c1cccc(C2=C(CNC(=O)c3cccnc3)[C@H]3CC[C@@H](C2)N3Cc2ccccc2)c1 | 2.8 | 2 | 0 | 1 | 5 | 22 | 5 | 1
O=C(Cc1cccnc1)N1CCCCN2[C@H](C1)[C@@H](c1ccc(C#CC3CCCC3)cc1)[C@@H]2CO | -2.7 | 3 | -2 | x | -65 | -21 | -9 | 1[16.7 µM]
CCOc1cc2c(cc1OCC)-n1cccc1C(c1cccc([N+](=O)[O-])c1)NC2 (centres undefined) | 3.0 | 0 | -1 | 4 | 56 | -1 | 1 | 0
O=c1[nH]c(O)c(/C=C2\C=NN=C2c2ccccc2)c(=O)[nH]1 | 1.5 | x | x | x | -20 | -2 | 17 | -1
Cc1ccc(-n2c(=S)[nH]c3ccc(C)cc3c2=O)cc1 | -2.1 | 9 | -2 | 4 | -13 | x | 3 | -6
O=c1c2ccccc2nc(-c2ccccc2)n1-n1cccc1 | x | -2 | 4 | x | -2 | x | -20 | 2
COc1ccc(NC(=O)N2Cc3ccccc3-n3nncc3C2)cc1 | -0.5 | -4 | -1 | 2 | -7 | -4 | 9 | -1
COc1ccc(CCNCc2cccn2C)cc1OC | 1.8 | 2 | 0 | 2 | -6 | 4 | 7 | -1
COc1ccc(NC(=O)c2cc([N+](=O)[O-])ccc2N2CCNCC2)cc1 | -0.5 | x | x | 9 | -7 | 4 | 1 | 7
C[C@]12CCC3[C@@H](CC[C@H]4C[C@@H](O)CC[C@]34C)C1CCC2=O (some centres undefined) | -4.9 | -3 | -1 | 2 | 18 | 1 | -8 | -5
O=C(O)c1cccc(NC(=O)N2C[C@H]3C[C@@H](C2)c2cccc(=O)n2C3)c1 | -1.1 | -5 | -2 | x | 1 | 21 | 2 | 1
O=P1(NCCCl)OCCCN1CCCl (centres undefined) | -2.7 | 4 | 2 | -3 | 7 | 2 | -6 | -9
Cn1c(O)c(C=NCCN2CCNCC2)c(=O)[nH]c1=O | -2.4 | 6 | 1 | 6 | x | 9 | -14 | -2
O=c1c2ccccc2nc(CSc2ncnc3nc[nH]c23)n1-c1ccccc1 | x | -2 | 2 | 4 | -7 | x | 7 | -5
COC(=O)[C@@H](N)CCCN=C(N)N[N+](=O)[O-] | 3.3 | -1 | -1 | -1 | 1 | 3 | -2 | -17
COCCCNC(=O)c1c(N)n(Cc2ccco2)c2nc3ccccc3nc12 | -0.5 | 3 | 3 | -5 | x | x | -12 | 2
COc1ccc(NC(=O)[C@@H](NC(=O)N2C[C@H]3C[C@@H](C2)c2cccc(=O)n2C3)C(C)C)cc1 | -1.3 | -5 | -1 | x | 1 | 0 | 2 | -2
N[C@@H](Cn1oc(=O)[nH]c1=O)C(=O)O | 1.5 | -6 | -1 | 4 | 10 | -5 | 2 | 2
Cc1ccccc1CCNCc1cc2cccc(C)c2[nH]c1=O | 4.3 | -6 | -7 | 4 | 0 | -11 | -1 | -5
Nc1cc(C(=O)Nc2ccccc2F)ccc1N1CC2CC(C1)c1cccc(=O)n1C2 (centres undefined) | 1.3 | 6 | 3 | x | 4 | 5 | x | -1
CN1CCN(C(=O)COc2ccc(S(=O)(=O)N(C)Cc3ccccc3)cc2)CC1 | -3.7 | 2 | 1 | x | -10 | -2 | -7 | -4
Cc1cccc(C)c1OP(N)(=O)OCC(F)(F)F (centres undefined) | x | 1 | 3 | -2 | x | 17 | x | -2
CC1C2Cc3ccc(O)cc3[C@]1(C)CCN2CCc1ccccc1 (some centres undefined) | 4.5 | -3 | -1 | x | -3 | -2 | 4 | 2
CN1C(=O)NC(=O)C(C)(C2=CCCCC2)C1=O (centres undefined) | -0.8 | 6 | -3 | x | 4 | 10 | 9 | -3
FC(F)(F)c1cccc(C2NCc3ccccc3-n3cccc32)c1 (centres undefined) | 0.4 | x | x | -2 | 9 | -9 | x | x
O=C(Nc1ccc(OC(=O)N2CCCCC2)cc1)N1CCOCC1 | 0.1 | -3 | 3 | -8 | -5 | -8 | 2 | -4
COC(=O)Cn1cc(C=C2C(=O)NC(=O)NC2=O)c2ccccc21 | 0.1 | -10 | 2 | 3 | 9 | 7 | 2 | -4
CC12CC1(C)C(=O)N(c1cc(Cl)cc(Cl)c1)C2=O (centres undefined) | -4.8 | -3 | 6 | -1 | 17 | 16 | 5 | 7
CC(=O)c1cccc(NC2=NCC(C)S2)c1 (centres undefined) | -2.5 | -2 | -1 | -6 | 3 | 14 | 5 | -7
O=C1NC(=O)N(CCc2ccc(F)cc2)C(=O)/C1=C/c1cccs1 | -1.4 | 1 | 1 | x | 2 | -3 | -5 | 9
O=C(CCCCCn1c(=S)[nH]c2ccccc2c1=O)N1CCC2(CC1)OCCO2 | x | -5 | 1 | x | -7 | x | -7 | 5
COCCN1C(=O)NC(=O)/C(=C\c2ccc(F)cc2)C1=O | -0.3 | 4 | 0 | 5 | 13 | 0 | 16 | -8
CC(=O)Nc1ccc(OC(=O)N2CCCCC2)cc1 | x | -3 | 0 | 8 | 3 | x | 31 | -5
Cc1ccc(CN2Cc3ccc(Br)cc3-n3nncc3C2)cc1 | -4.0 | 2 | -1 | -1 | 5 | -15 | -1 | 1
CN1CC(C(=O)c2ccc(Cl)cc2)C(c2ccc(N(C)C)cc2)C1 (centres undefined) | -1.2 | x | x | 1 | x | 7 | 6 | x
O=C(CCC(=O)N1CCOc2ccc(Cl)cc21)N1CCC2(CC1)OCCO2 | 0.3 | 5 | 0 | 7 | -2 | 11 | -18 | 3

# Next part.
molecule | CFTR F508del cor | PglD inh | Cneo AK release | FN deposition inh | Statin myotox sup | GSIS activator | PGC1a acetyl inh | miR122 inh
COc1ccc(C#Cc2ccc([C@@H]3[C@H](CO)N4CCCCN(C(=O)Cc5cccnc5)C[C@@H]34)cc2)cc1 | -4.4 | 1 | 4 | x | x | -27 | -4 | -4[16.7 µM]
O=P(Oc1ccccc1)(Oc1ccccc1)c1ccccc1 | -2.7 | 5 | 4 | -6 | 62 | x | -5 | 7
CCOc1cc(C=C2C(=O)NC(=O)NC2=O)ccc1OS(=O)(=O)c1ccccc1 | x | 1 | 2 | x | -14 | x | -3 | 4
O=C(C[N+]12CCN(CC1)CC2)NCCc1ccc(Cl)cc1Cl | 2.5 | 6 | 1 | -5 | -1 | -6 | -7 | 1
CCOC(=O)c1ccc(NC(=O)N2CC3CC(C2)c2cccc(=O)n2C3)cc1 (centres undefined) | 3.1 | -3 | -1 | 3 | -8 | 6 | -2 | -5
O=C1CN=C(c2ccccc2)c2cc(Br)ccc2N1 | -2.5 | 3 | 3 | 7 | 20 | x | 26 | 4
Cn1cc(C(=O)NCc2ccccc2)c2ccccc21 | -0.5 | -4 | 0 | -3 | 11 | 1 | -2 | 1
Brc1ccc(-[n+]2c(-c3ccccc3)cc(-c3ccccc3)cc2-c2ccccc2)cc1 | 2.2 | 4 | 0 | -11 | -115 | 13 | x | x
Cc1ccc(N2C(=O)CC(=O)NC2=O)cc1 | 0.8 | -1 | -2 | x | 1 | -5 | 2 | -51
O=C(Cc1ccncc1)N1CCCCN2[C@@H](CO)[C@H](c3ccc(C#CC4(O)CCCC4)cc3)[C@@H]2C1 | 2.7 | 0 | 0 | x | x | 9 | 4 | 5[16.7 µM]
O=C(O)C1C2CCC(O2)C1C(=O)Nc1ccc(Cl)cc1 (centres undefined) | -0.8 | x | x | 4 | x | -21 | -4 | -5

# Record cards, as listed above. Order of values: CFTR F508del cor	PglD inh	Cneo AK release	FN deposition inh	Statin myotox sup	GSIS activator	PGC1a acetyl inh	miR122 inh
# O=C(Cc1ccncc1)N1CCCCN2[C@@H](CO)[C@H](c3ccc(C#CC4(O)CCCC4)cc3)[C@@H]2C1 is listed with 2.7	0	0	x	x	9	4	5[16.7 µM]
# O=C1CN=C(c2ccccc2)c2cc(Br)ccc2N1 is listed with -2.5	3	3	7	20	x	26	4

# Part of the list above, reformatted:
# Below each SMILES: CFTR F508del cor, PglD inh, Cneo AK release, FN deposition inh, Statin myotox sup, GSIS activator, PGC1a acetyl inh, miR122 inh
- COc1ccc(CCNCc2cccn2C)cc1OC
    1.8, 2, 0, 2, -6, 4, 7, -1
- O=C(C[N+]12CCN(CC1)CC2)NCCc1ccc(Cl)cc1Cl
    2.5, 6, 1, -5, -1, -6, -7, 1
- FC(F)(F)c1cccc(C2NCc3ccccc3-n3cccc32)c1 (centres undefined)
    0.4, x, x, -2, 9, -9, x, x
- O=P1(NCCCl)OCCCN1CCCl (centres undefined)
    -2.7, 4, 2, -3, 7, 2, -6, -9
- COC(=O)[C@@H](N)CCCN=C(N)N[N+](=O)[O-]
    3.3, -1, -1, -1, 1, 3, -2, -17
